EBV gp42 block: Epstein-Barr virus gp42 inhibitors, primary screen, biochemical, uHTS, fluorescence polarization; Glycoprotein 42 (Epstein-Barr virus (strain AG876)), Q1HVG2; Fluorescence polarization binding assay, mP read-out; inhibition, % (tested at 21.74 µM); 220,000 tested, 0.42% active; in the data active means inhibition above about 50%
KLK5 inh: human KLK5 protease inhibitors, primary screen, biochemical, 1536-well; Kallikrein-5 (Homo sapiens), Q9Y337; recombinant hK5, fluorogenic AMC substrate cleavage; inhibition, % at 5 µM; 210,000 tested, 0.59% active;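 active means inhibition of 40% or more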;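 further: 0% = enzyme controls without compound and 100% = no-enzyme blanks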
Target sequence (Q9Y337 67-293 limits assumed): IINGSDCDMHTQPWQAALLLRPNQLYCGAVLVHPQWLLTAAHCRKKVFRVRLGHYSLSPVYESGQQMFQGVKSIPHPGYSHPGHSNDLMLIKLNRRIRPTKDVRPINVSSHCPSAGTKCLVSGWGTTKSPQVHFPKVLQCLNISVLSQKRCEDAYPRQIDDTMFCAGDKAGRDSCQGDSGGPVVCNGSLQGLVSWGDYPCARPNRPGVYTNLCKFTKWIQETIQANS
Thrombin inh: human alpha-thrombin inhibitors, primary screen, counter-screen for coagulation protease inhibitor project, biochemical, 1536-well, fluorogenic AMC substrate. Prothrombin (Homo sapiens), P00734. Boc-VPR-AMC fluorogenic substrate cleavage. inhibition, % at 5 µM. 220,000 tested, 0.26% active. AID 1046, 2008;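 active means inhibition at or above 40%; inactive means inhibition below 40%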;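 further: 0% = enzyme with no compound and 100% = wells without enzyme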
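Material: human alpha-thrombin protein; Also added: Boc-VPR-AMC substrate, 15 µM final; Timing: enzyme reaction carried out at room temperature; Signal: fluorescence, ex 355 nm, em 460 nm; Measure: % inhibition of thrombin; Controls: enzyme without compound as high, wells lacking enzyme as low.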
eIF4E-4G inh: eIF4E–eIF4G protein interaction inhibitors, primary screen, biochemical, uHTS, TR-FRET, eIF4GI fragment. 220,000 tested, 0.37% active. AID 782, 2007. TR-FRET eIF4E-eIF4GI(517-606) binding, 2 h. inhibition, % at 21.7 µM;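 further: 0% = full FRET control wells and 100% = background wells lacking eIF4GI fragment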
Rad51 HR inh: human RAD51 strand exchange inhibitors, primary screen, biochemical, fluorescence; DNA repair protein RAD51 homolog 1 (Homo sapiens), Q06609; hRad51 DNA strand exchange, fluorescence dequenching; inhibition, % at 10 µM; 200,000 tested, 0.085% active; AID 1385, 2008;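 active means inhibition above 40% at the single screening dose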;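 further: 0% = DMSO control wells and 100% = blanks with heterologous ssDNA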
Target sequence (Q06609 whole entry, looked up): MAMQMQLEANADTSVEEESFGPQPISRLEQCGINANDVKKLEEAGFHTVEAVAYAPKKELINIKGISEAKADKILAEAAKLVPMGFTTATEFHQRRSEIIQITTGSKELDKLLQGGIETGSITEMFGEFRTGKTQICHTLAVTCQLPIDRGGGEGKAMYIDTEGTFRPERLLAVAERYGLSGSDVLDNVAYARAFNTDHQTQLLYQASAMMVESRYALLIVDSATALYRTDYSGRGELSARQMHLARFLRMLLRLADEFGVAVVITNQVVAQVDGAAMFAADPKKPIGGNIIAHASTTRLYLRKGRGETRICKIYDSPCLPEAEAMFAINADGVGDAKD
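System: hRad51 filaments on single-stranded DNA; reagent: Fluorescein- and BHQ1-tagged 47-mer duplex; compound dosing: one concentration, 10 µM final; timing: filaments 15 min 37 °C, then compound 30 min; measured by: fluorescein emission 520 nm, excitation 485 nm; benchmarks: per-plate controls and blanks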
14-3-3 Bad PPI: inhibitors of 14-3-3 zeta/Bad binding, primary screen, biochemical, TR-FRET, bovine 14-3-3 zeta; TR-FRET 14-3-3zeta/Dy647-pBad peptide displacement, 1 h; 220,000 tested, 0.71% active; inhibition, % at 21.7 µM; 14-3-3 protein zeta/delta (Bos taurus), P63103;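 active means inhibition above about 70%, limit read from the data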;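 further: 0% = full 14-3-3 plus peptide FRET controls and 100% = background without 14-3-3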
Target sequence (P63103 whole entry, looked up): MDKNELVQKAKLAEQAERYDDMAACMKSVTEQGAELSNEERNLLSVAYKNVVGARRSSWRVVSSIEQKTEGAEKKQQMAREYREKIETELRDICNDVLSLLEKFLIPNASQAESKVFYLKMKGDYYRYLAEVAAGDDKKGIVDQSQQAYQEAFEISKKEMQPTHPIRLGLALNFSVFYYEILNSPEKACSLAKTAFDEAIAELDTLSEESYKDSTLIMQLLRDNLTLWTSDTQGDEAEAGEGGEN
Furin inhibitor: human furin inhibitors, primary screen, biochemical, fluorescence intensity. P09958. purified furin, fluorogenic substrate cleavage. inhibition, % at 30 µM. 220,000 tested, 0.061% active. AID 463115, 2010; in the data active means inhibition above about 25%; further: inactives centre near -15
NCF1 inh: p47phox/p22phox peptide binding inhibitors, primary screen, biochemical, uHTS, NADPH oxidase regulatory subunit; fluorescence polarization, 2 h; inhibition, % at 24.7 µM; 220,000 tested, 0.53% active; AID 1274, 2008; Neutrophil cytosol factor 1 (Homo sapiens), P14598;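 further: 0% = p47phox with labelled peptide and 100% = labelled peptide alone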
KCC2 mod: KCC2 cotransporter modulators, thallium flux, primary screen, cell-based, HEK293 KCC2, FluoZin-2 fluorescence, MLSMR; Solute carrier family 12 member 5 (Homo sapiens), Q9H2X9; KCC2 cells, thallium flux FluoZin-2 fluorescence; B-score of Tl+ flux slope (higher = more flux/activation; lower = inhibition) at 10 µM; 190,000 tested, 2.2% active; AID 1456, 2008;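 active means thallium flux slope and its plate-corrected score both differing from the plate sample mean at a set confidence after two filtering rounds, in either direction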;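 further: slope of fluorescence scaled to starting intensity during 10 to 20 s after thallium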
An asterisk follows results filed as active; nt = not tested or not shown; [ ] = remark or other dose.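 How the source made its calls, unless noted: active means inhibition above about 30% (limit read from the data); inactive means the rest.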

SMILES	EBV gp42 block	KLK5 inh	Thrombin inh	eIF4E-4G inh	Rad51 HR inh	14-3-3 Bad PPI	Furin inhibitor	NCF1 inh	KCC2 mod
c1cncc(-c2nc3cc4ccccc4cc3[nH]2)c1	-2	-90	-1	16[fluorescence artefact?]	2	-12[fluorescence artefact?]	-15[20 µM]	-4	nt
CNC(=O)NC(=O)CSc1nnc(-c2ccc(F)cc2)n1CC1CCCO1 (centres undefined)	-4	0	-2	2	-5	-19	-19	1	0.084
C=CCc1cccc(/C=N/c2ncccc2O)c1O	4	11	1	-1[fluorescence artefact?]	-12	-4	-25	-6	-3.9
CC1=CC2=NC(=O)/C(=C\c3ccc(OC(=O)c4ccco4)cc3)C(=N)N2O1	-15	6	0	2	11	14	-27	-29	0.91
CCOc1cc(-n2nc(C)c(C#N)c2N)nc(SC)n1	-7	-17	-3	-2	0	-7	-21[20 µM]	-33	0.17
COc1ccccc1NC(=O)C(=O)NCC1COc2ccccc2O1 (centres undefined)	-11	5	2	1	-3	5	0[20 µM]	-11	nt
CCCCCCC(=O)N(O)C1CC(=O)N(c2ccc(C)cc2)C1=O (centres undefined)	-5	-3	-3	2	-2	-13	-8[20 µM]	-4	0.34
Cc1cc(N2CCN(C(=O)c3ccco3)CC2)n2nc(-c3cccc(Cl)c3)cc2n1	-7	7	-9	12[fluorescence artefact?]	-2	11[fluorescence artefact?]	-6	-10	-1.7
CC(C)NC(=O)CC(c1ccccc1)c1cc(Br)ccc1O (centres undefined)	-26	-10	0	15	-3	3	-8[20 µM]	-8	-1
O=C(Nc1cc(C(=O)N2CCCC2)ccc1N1CCCC1)C1CC1	-2	-7	0	2	0	-3[fluorescence artefact?]	-20[20 µM]	-6	nt
COCCCNC(=O)Cn1c(=O)n(CCCCCC(=O)Nc2ccccc2)c(=O)c2sccc21	-23	-20	0	2	8	-13[fluorescence artefact?]	-1	-14	0.88
CCOC(=O)c1cnn(CCOC(=O)C(C)(C)C)c1NC(=O)C(C)(C)C	-22	-5	1	-4	4	-10	-13	3	0.34
CCOC(=O)c1nn(-c2cccc(Cl)c2)c(C)c1C(C)=O	-13	-4	-2	-5	-6	4	-20[20 µM]	-11	-0.32
N#C/C(C(=O)N1CCCCC1)=C1/N=C(N)c2ccccc21	-15	-16	-3	-5[fluorescence artefact?]	8	-20[fluorescence artefact?]	-4	-4	0.0093
CCOC(=O)N1CCN(C(=O)c2cc(C)c3c(C)nn(-c4ccccc4)c3n2)CC1	-6	-5	-4	3	-3	-1	-20	-3	0.32
O=C1CC(N2CCOCC2)C(=O)N1Cc1ccc(N2CCCC2=O)cc1 (centres undefined)	-5	-26	1	-2	0	6	-16	-1	0.85
O=C1c2cccc3cccc(c23)C(=O)N1Cc1cccnc1	-3	2	8	-1	nt	3	-13	-1	-0.037
COc1ccc(Br)cc1CNC(=O)C1CCCN(S(C)(=O)=O)C1 (centres undefined)	-14	-2	2	19	-1	-5	15[20 µM]	-15	0.54
O=C(NCc1ccccc1Cl)c1cccc(C(F)(F)F)c1	-23	41*	40	6	3	18	-13	9	2
CC1CCN(C(=O)COC(=O)[C@H](C)NS(=O)(=O)/C=C/c2ccccc2)CC1	-6	-3	-3	-1	11	1	-25[20 µM]	0	-0.11
Cc1ccc(C(C)(C)C)cc1S(=O)(=O)NC(=O)c1ccccc1	1	-20	-2	-1	5	-1	-15	1	-0.82
Cc1c(C(=O)N2CC(C)OC(C)C2)sc2nc(-c3ccc(F)cc3)cn12 (centres undefined)	-20	-10	0	-1[fluorescence artefact?]	nt	0	-17	6	0.12
CSCC[C@H](NC(=O)C1CCCC1)c1nc2ccccc2[nH]1	-26	-4	7	7	16	-11	-31	-5	-0.0058
Cc1ccc(C)c(-n2c(Cc3cc(=O)[nH]c(=O)[nH]3)nnc2SCC(=O)NCC2CCCO2)c1 (centres undefined)	1	2	-6	4[fluorescence artefact?]	9	4[fluorescence artefact?]	-28	-1	nt
CC(C)(C)C(=O)NCCn1ccc2ccccc21	2	-26	-5	4[fluorescence artefact?]	5	7[fluorescence artefact?]	-41	-7	nt
N=c1sccn1CC(=O)Nc1ccccc1Oc1ccccc1	-4	-11	-9	4	11	19	-21[20 µM]	-7	0.61
O=C(O)CCC(=O)Nc1nnc(C(F)(F)F)s1	-1	43*	6	-1	2	-6[fluorescence artefact?]	-15	-4	-0.064
CN(C)CCC=C1c2ccccc2CCc2ccccc21	-3	-10	-3	1	11	7	-9	-11	0.6
Cc1sc2ncnc(OCC(=O)NCc3cccs3)c2c1C	-9	-18	4	1	-6	8	13[20 µM]	-5	0.42
Cc1ccccc1NC(=O)CSc1[nH]c(=O)cc(C)c1C#N	-10	-22	-3	4[fluorescence artefact?]	5	-1[fluorescence artefact?]	-11	-15	nt
COc1cc(-c2cn[nH]c2N)cc(OC)c1OC	-13	0	5	0	4	0	-4[20 µM]	2	nt
c1cc2c3c(cccc3c1)NC1(CCC3(CC1)Nc1cccc4cccc(c14)N3)N2	-3	-10	-4	11	2	-8	-36	0	-0.39
O=C1c2ccccc2C(=O)C12OC2c1cccc2ccccc12 (centres undefined)	-11	-5	-1	-2	9	-15	-22	-5	0.96
CCC(C)c1ccccc1NC(=O)COC(=O)c1ccc2[nH]c3c(c2c1)CCCC3 (centres undefined)	-15	-15	-10	15	-8	-12[fluorescence artefact?]	-20	-17	0.13
CC(=O)NS(=O)(=O)c1ccc(N=NN2CCOCC2)cc1	-16	-19	-7	7	-5	-7	1	-2	-0.37
CC(=O)c1c(C(C)=O)c(C)n(NC(=O)c2ccc(Cl)cc2)c1C	-17	-18	-12	-4	2	-3[fluorescence artefact?]	-27[20 µM]	-10	0.079
CC1CCCC(=C\c2ccccc2)/C1=N/O (centres undefined)	-6	-16	-6	4	9	-8[fluorescence artefact?]	-12	-3	0.27
S=C(Nc1ccc2c(c1)OCO2)NC1CCN(Cc2ccccc2)CC1	-10	5	9	2[fluorescence artefact?]	2	0[fluorescence artefact?]	-21[20 µM]	-22	-1.8
CCOC(=O)CCCn1c(C)nc(=O)c(-c2ccccc2)c1C	1	-3	3	2	7	-12[fluorescence artefact?]	-10	-5	-0.15
Brc1c(NC2=NCCN2)ccc2nccnc12	-4	-11	nt	3	9	0	-12	-2	1.2
Cc1n[nH]c(C)c1CCOc1ccc(C(C)C)cc1	-16	2	4	2	1	45[fluorescence artefact?]	-9[20 µM]	-11	0.95
CCCCSc1nsc(NC(C)=O)n1	4	2	-2	-2	3	7	-20	-16	1.2
CC1CN(C(=O)c2ccccc2Oc2ccccc2)CC(C)O1 (centres undefined)	-2	1	-8	-4	0	-5	-23	-6	0.29
CC(/C=C/C=C/c1ccccc1)=N/NC(=O)CNc1ccc(C)cc1	-12	-10	5	7	-2	-9	-5[20 µM]	-14	-0.83
CSCC[C@H](NC(=O)C1CCN(S(=O)(=O)c2ccc(C)cc2)CC1)C(=O)NCc1ccco1	-1	4	1	1[fluorescence artefact?]	-3	5[fluorescence artefact?]	-8	-4	-0.46

In the list so far, these contain a tert-butyl group:
SMILES	EBV gp42 block	KLK5 inh	Thrombin inh	eIF4E-4G inh	Rad51 HR inh	14-3-3 Bad PPI	Furin inhibitor	NCF1 inh	KCC2 mod
CCOC(=O)c1cnn(CCOC(=O)C(C)(C)C)c1NC(=O)C(C)(C)C	-22	-5	1	-4	4	-10	-13	3	0.34
Cc1ccc(C(C)(C)C)cc1S(=O)(=O)NC(=O)c1ccccc1	1	-20	-2	-1	5	-1	-15	1	-0.82
CC(C)(C)C(=O)NCCn1ccc2ccccc21	2	-26	-5	4[fluorescence artefact?]	5	7[fluorescence artefact?]	-41	-7	nt

Going on with the list.
SMILES	EBV gp42 block	KLK5 inh	Thrombin inh	eIF4E-4G inh	Rad51 HR inh	14-3-3 Bad PPI	Furin inhibitor	NCF1 inh	KCC2 mod
O=C(/C=C/c1ccc(O)cc1)c1ccc(NC2=C(N3CCCCC3)C(=O)c3ccccc3C2=O)cc1	-14	-13	5	2[fluorescence artefact?]	6	-7[fluorescence artefact?]	-16[20 µM]	-15	-1
CCCS(=O)(=O)NCCc1cc2ccc(C)cc2[nH]c1=O	-14	-8	-1	6	5	4[fluorescence artefact?]	-5[20 µM]	-14	-0.41
CCOc1ccc(CCNC(=O)c2cc3sccc3n2CC)cc1OCC	-6	0	2	-1[fluorescence artefact?]	-3	-14	-10[20 µM]	-13	-1.4
Cc1nn(C)c(Oc2cccc(Cl)c2)c1C(=O)Nc1ccc(F)cc1F	-2	5	-8	7[fluorescence artefact?]	nt	8	-22	-7	nt
Cc1onc(-c2ccccc2)c1CNC(=O)Nc1ccc(F)cc1F	-4	-2	-3	3	4	1	-13	-7	nt
CCOC(=O)c1ccc2nc(NC(=O)c3ccco3)sc2c1	-22	-22	1	-1	nt	12	-21[20 µM]	-20	-0.84

An excerpt of these results, with values under each structure.
Values run as follows: EBV gp42 block	KLK5 inh	Thrombin inh	eIF4E-4G inh	Rad51 HR inh	14-3-3 Bad PPI	Furin inhibitor	NCF1 inh	KCC2 mod
- Cc1onc(-c2ccccc2)c1CNC(=O)Nc1ccc(F)cc1F
    -4	-2	-3	3	4	1	-13	-7	nt
- Cc1nn(C)c(Oc2cccc(Cl)c2)c1C(=O)Nc1ccc(F)cc1F
    -2	5	-8	7[fluorescence artefact?]	nt	8	-22	-7	nt
- O=C(/C=C/c1ccc(O)cc1)c1ccc(NC2=C(N3CCCCC3)C(=O)c3ccccc3C2=O)cc1
    -14	-13	5	2[fluorescence artefact?]	6	-7[fluorescence artefact?]	-16[20 µM]	-15	-1
- CCOC(=O)c1ccc2nc(NC(=O)c3ccco3)sc2c1
    -22	-22	1	-1	nt	12	-21[20 µM]	-20	-0.84
- CCOc1ccc(CCNC(=O)c2cc3sccc3n2CC)cc1OCC
    -6	0	2	-1[fluorescence artefact?]	-3	-14	-10[20 µM]	-13	-1.4

Screens deposited in PubChem by several laboratories.
